GLP-1R inv ag – inverse agonists of human GLP-1 receptor; HEK293 GLP-1R CRE-luciferase, luminescence, 24 h; GLP-1R form is constitutively active; Potency, µM (titrated, usually from 38.3 µM), for the others: top-dose activity change, negative = inhibition, most hits filed as inhibitors; 410,000 compounds, 1.6% hits; AID 624417; further: potency means the concentration at half of the fitted maximal effect; on the % scale 0 is the no-effect control and ±100 the full control effect; nearly all actives have a fitted effect of over 55% in size
Target sequence (P43220 whole entry, looked up): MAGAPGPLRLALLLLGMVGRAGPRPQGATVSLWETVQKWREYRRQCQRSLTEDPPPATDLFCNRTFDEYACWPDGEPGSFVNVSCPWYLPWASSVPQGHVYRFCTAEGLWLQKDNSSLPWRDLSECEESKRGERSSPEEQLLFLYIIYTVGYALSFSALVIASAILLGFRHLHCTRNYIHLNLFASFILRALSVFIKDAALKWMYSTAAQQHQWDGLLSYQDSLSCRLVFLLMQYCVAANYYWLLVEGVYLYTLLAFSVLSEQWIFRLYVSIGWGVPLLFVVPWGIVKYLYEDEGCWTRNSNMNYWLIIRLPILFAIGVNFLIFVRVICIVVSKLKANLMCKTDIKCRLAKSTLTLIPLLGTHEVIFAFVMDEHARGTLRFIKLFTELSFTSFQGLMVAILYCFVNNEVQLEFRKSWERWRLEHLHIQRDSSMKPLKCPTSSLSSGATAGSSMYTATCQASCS
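Constitutively active GLP-1R drives a cAMP-responsive luciferase in stably transfected HEK293 cells; test compounds are added after overnight (12 h) attachment and left 24 hr, and signal loss in luminescence marks inhibition.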
PTHR1 ag – agonists of human PTHR1 parathyroid hormone receptor; Potency, µM (top dose mostly 115 µM), for inactives: at the highest dose activation, most hits filed as activators; HEK293 GP2 PTHR1 cells, GloSensor cAMP luminescence, 1 h; Q03431; 410,000 compounds, 0.075% hits; AID 743266; further: potency means the concentration at half of the fitted maximal effect; nearly all actives have a fitted effect of over 55% in size; some results filed as inactive show a strong effect at the top dose; inactives centre near -15; many of its hits are not listed in these tables
Target sequence (Q03431 whole entry, looked up): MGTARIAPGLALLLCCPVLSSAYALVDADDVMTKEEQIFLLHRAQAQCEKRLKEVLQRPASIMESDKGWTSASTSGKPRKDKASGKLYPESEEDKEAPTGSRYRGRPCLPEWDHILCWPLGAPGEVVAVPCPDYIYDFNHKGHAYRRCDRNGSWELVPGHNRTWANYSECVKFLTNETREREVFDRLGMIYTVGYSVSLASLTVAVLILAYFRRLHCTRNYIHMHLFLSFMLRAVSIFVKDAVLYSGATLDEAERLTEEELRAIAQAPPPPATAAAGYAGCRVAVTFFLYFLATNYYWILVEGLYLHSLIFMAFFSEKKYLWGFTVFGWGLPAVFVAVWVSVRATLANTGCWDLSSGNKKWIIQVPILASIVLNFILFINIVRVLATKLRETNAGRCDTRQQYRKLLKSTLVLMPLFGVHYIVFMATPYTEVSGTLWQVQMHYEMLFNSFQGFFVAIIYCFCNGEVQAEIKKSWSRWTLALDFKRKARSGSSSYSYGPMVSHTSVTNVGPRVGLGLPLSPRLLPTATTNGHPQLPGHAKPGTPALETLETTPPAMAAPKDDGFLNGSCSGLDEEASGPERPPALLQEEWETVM
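HEK-293-derived GP2 cells expressing PTHR1 and a GloSensor cAMP reporter, 3,000/well, plated overnight, given luciferin plus IBMX (each 0.5 mM as added) for 1 h at 37 °C, then compound for 1 h at 37 °C. Luminescence was read after 15 min at room temperature.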
D3 ag – D3 dopamine receptor (human) agonism. max activation, %. P35462. D3R DiscoveRx beta-arrestin cells, luminescence, 90 min. AID 652048. 410,000 compounds, 0.58% hits; in the data active means max activation above about 30%; further: 0% is about no effect; mostly tested at two doses, the higher about 12 µM
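Agonist-mode cell screen: cells plated at 1500/well and incubated overnight at 37 °C, then exposed to library compounds for 90 min at 37 °C. Detection reagent was added for 30–60 min at room temperature, and luminescence was read.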
GLP-1R agonist – agonists of human GLP-1 receptor | HEK293 GLP-1R CRE-luciferase, luminescence, 4-6 h; cells express a hypersensitive GLP-1R form | Potency, µM (doses to about 45.6 µM), for the others: top-dose activation, actives largely listed as activators | 380,000 compounds, 0.007% hits | AID 624172; further: potency means the concentration at half of the fitted maximal effect; % of control where 0% means no effect
D3 antag – antagonists of human D3 dopamine receptor; D3R cells, DiscoveRx beta-arrestin luminescence, antagonist mode; stronger effect = lower value; max response, negative = inhibition, %; 360,000 compounds, 2.5% hits; AID 652054; in the data active means max response below about -50%; inconclusive means no clear call, values can overlap the other calls; further: on the % scale 0 is the no-effect control and ±100 the full control effect; mostly tested at two doses, the higher about 12 µM
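Cells expressing the human receptor were seeded at 1500 cells/well, incubated overnight at 37 degrees C in 5% CO2, then exposed to library compounds with dopamine controls for 90 minutes at 37 degrees C before luminescent detection.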
aSyn rescue – inhibitors of alpha-synuclein toxicity in yeast; AID 652106; Yeast expressing alpha-synuclein, growth rescue, BacTiter-Glo, 24 h; Potency, µM (top dose mostly 46.1 µM), without a hit: top-dose growth rescue (activation), most hits filed as activators; 370,000 compounds, 0.14% hits; further: potency means the concentration at half of the fitted maximal effect; % of control where 0% means no effect; nearly all actives have a fitted effect of over 65% in size
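Galactose-induced alpha-syn yeast (OD600=0.02, raffinose-pregrown) + pinned cpd, 24 hr, 30 deg C; growth by BacTiter-Glo luminescence. Growth restoration scores as activation.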
KB-V1 MDR tox – KB-V1 MDR subline cytotoxicity. AID 1347076. KB-V1 MDR cells viability, CellTiter-Glo, 72 h. Potency, µM (top dose mostly 46.1 µM), for the others: top-dose activity change, negative = cytotoxicity, hits mostly cytotoxic. 400,000 compounds, 3.4% hits; further: potency means the concentration at half of the fitted maximal effect; on the % scale 0 is the no-effect control and ±100 the full control effect; nearly all actives have a fitted effect of over 60% in size
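qHTS viability screen in drug-selected KB-V1 MDR cells: 72 h compound treatment at 37 degrees C, ATP luminescence end point.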
HEK293 tox – cytotoxic in the GLP-1 receptor inverse agonist counter-screen; HEK293 cAMP-luciferase reporter cells, luminescence, 24 h; Potency, µM (top dose mostly 38.3 µM), inactives show at the highest dose activity change, negative = inhibition, most hits filed as inhibitors; 410,000 compounds, 0.13% hits;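 further: loss of luciferase light is scored as toxicity; potency means the concentration at half of the fitted maximal effect; on the % scale 0 is the no-effect control and ±100 the full control effect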
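A 23 nL compound transfer followed 12 hours of cell culture at 37 deg C; exposure then lasted 24 hr. Luciferase assay detection reagent was dispensed and plates read for luminescence after a 12 min room-temperature wait.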
TDP-43 yeast inh – TDP-43 toxicity inhibition in yeast. Potency, µM (series often up to 46.1 µM), without a hit: top-dose growth rescue (activation), hits mostly activators. AID 652104. TDP-43 expressing yeast growth rescue, BacTiter-Glo, 24 h. 410,000 compounds, 1.8% hits; further: potency means the concentration at half of the fitted maximal effect; % of control where 0% means no effect; nearly all actives have a fitted effect of over 50% in size
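Cell-based yeast growth screen: TDP-43 expression induced in galactose, inoculum OD600=0.02 after raffinose pregrowth to mid-log. Read-out BacTiter-Glo luminescence at 24 hr, 30 deg C; inhibition of toxicity seen as signal increase.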
* hit, by the source's call; i = inactive; ? = inconclusive; nt = no result given; [ ] = another dose, or the depositor's remark. Unless noted, the call rests on the fitted dose curve; in most records, active means well fitted curve in the direction sought with a large enough effect; inconclusive means small, poorly fitted or top-dose-only effect, or another doubt; inactive means no such curve, though single readings can be large; an effect the other way counts as inactive or inconclusive. Some of the compounds tested, so the mix of outcomes need not match the whole.

cpd	structure	GLP-1R inv ag	HEK293 tox	TDP-43 yeast inh	GLP-1R agonist	D3 antag	PTHR1 ag	aSyn rescue	D3 ag	KB-V1 MDR tox
1	COc1ccc(C2=NN(c3nc(-c4ccccc4)c(CC(=O)O)s3)C(c3ccco3)C2)cc1 (stereo unspecified)	-2%	5%	4%	3%	-14	-13%	-20%	-2	0%
2	CCCN(CCC)S(=O)(=O)c1ccc(NC(=O)Cc2cccs2)cc1	-28%	-12%	0%	-5%	-4	i	9%	0	?
3	COc1ccc(OC)c(Cc2nnc(CCC(=O)N3CCCCC3c3nccs3)o2)c1 (stereo unspecified)	-4%	?	-8%	0%	-22	i	1%	-12	?
4	COC(=O)c1c(-c2ccncc2)csc1NC(=O)c1ccoc1C	95%[activator]	0%	-7%	?	27	i	-5%	11	6.5µM*
5	CCCOc1ccc(N2C(=O)CC(N(Cc3ccco3)C(=O)CC)C2=O)cc1 (stereo unspecified)	-15%	6%	-8%	5%	-12	-8%	1%	-2	0%
6	CC1CN(C(=S)Nc2cccc(F)c2)CC(C)O1 (stereo unspecified)	9%	-13%	20%	-7%	17	i	11%	12	27%
7	COc1ccc(C)cc1S(=O)(=O)N1CCN(S(=O)(=O)c2cc(C)ccc2OC)CC1	?	-6%	4%	3%	5	i	0%	2	?
8	O=C(NCc1ccncc1)C12CC3CC(CC(C3)C1)C2	-1%	-10%	23%	-11%	-9	-24%[57.5 µM]	0%	0	-1%
9	COc1ccccc1CC(NC(C)=O)C(=O)NC1CCN(C(=O)NCc2ccccc2)CC1 (stereo unspecified)	25%	-1%	7%	9%	12	-18%	0%	5	6%
10	O=C(N/N=C/c1cn(-c2ccccc2)nc1-c1cccs1)c1ccncc1	?	?	-15%	6%	9	-43%[inhibitor]	4%	4	6%
11	Cc1cc(Cl)ccc1OCCCC(=O)NCCCn1ccnc1	-20%	5%	9%	0%	7	i	-2%	-14	1%
12	Cc1ccccc1NC(=O)CSc1c(C(C)C)cnc2c1c(=O)n(C)c(=O)n2C	-24%	-10%	6%	nt	nt	i	nt	3	nt

Among those listed so far, three contain a furan ring, fused or not.
cpd	structure	GLP-1R inv ag	HEK293 tox	TDP-43 yeast inh	GLP-1R agonist	D3 antag	PTHR1 ag	aSyn rescue	D3 ag	KB-V1 MDR tox
1	COc1ccc(C2=NN(c3nc(-c4ccccc4)c(CC(=O)O)s3)C(c3ccco3)C2)cc1 (stereo unspecified)	-2%	5%	4%	3%	-14	-13%	-20%	-2	0%
4	COC(=O)c1c(-c2ccncc2)csc1NC(=O)c1ccoc1C	95%[activator]	0%	-7%	?	27	i	-5%	11	6.5µM*
5	CCCOc1ccc(N2C(=O)CC(N(Cc3ccco3)C(=O)CC)C2=O)cc1 (stereo unspecified)	-15%	6%	-8%	5%	-12	-8%	1%	-2	0%

Structures above that contain a halogen:
cpd	structure	GLP-1R inv ag	HEK293 tox	TDP-43 yeast inh	GLP-1R agonist	D3 antag	PTHR1 ag	aSyn rescue	D3 ag	KB-V1 MDR tox
6	CC1CN(C(=S)Nc2cccc(F)c2)CC(C)O1 (stereo unspecified)	9%	-13%	20%	-7%	17	i	11%	12	27%
11	Cc1cc(Cl)ccc1OCCCC(=O)NCCCn1ccnc1	-20%	5%	9%	0%	7	i	-2%	-14	1%

(further entries)
cpd	structure	GLP-1R inv ag	HEK293 tox	TDP-43 yeast inh	GLP-1R agonist	D3 antag	PTHR1 ag	aSyn rescue	D3 ag	KB-V1 MDR tox
13	COc1ccc(-c2csc(-c3cccs3)n2)c(OC)c1	?	18%	?	10%	3	-80%[inhibitor]	-19%	5	-14%
14	Cc1ccc(C(=O)NNC(=O)CSc2nnc(C(C)C)n2C)cc1	6%	2%	-9%	2%	5	i	1%	5	0%
15	CC(C)c1nc2sc3c(SCC(N)=O)ncnc3c2c2c1CCC2	51%[activator]	-4%	-1%	10%	1	-11%	1%	9	-4%
16	Cc1c(C)c2ccc(OCC(=O)Nc3cccnc3)c(C)c2oc1=O	12%	7%	12%	9%	0	i	0%	-8	-13%
17	CC(C)c1cccc(-c2ccc3c(c2)S(=O)(=O)c2cccc(C(=O)NCc4ccccc4Cl)c2C3=O)c1	-12%	-2%	-3%	-2%	-3	-21%	1%	-3	-5%
18	Cc1ccc(NS(=O)(=O)c2cc3[nH]c(=O)c(=O)[nH]c3cc2C)cc1Cl	3%	-13%	17%	nt	nt	i	nt	4	?
19	Cc1cc(C(=O)Nc2c(F)cc(F)cc2Br)cs1	-13%	1%	13µM*	-3%	-2	i	14%	7	?
20	CSc1nsc(SC)c1C(=O)Nc1ccc(C(C)(C)C)cc1	?	16%	12%	23%	16	-16%	0%	0	-2%
21	CCOc1ccc(N=C2Sc3nc4ccc(C)cc4cc3CN2CCOC)cc1	?	7%	24%	7%	5	-10%	1%	-2	?
22	c1ccc(-c2cn(-c3ccccc3)c3[n+]2CCS3)cc1	-2%	-14%	-19%[1.82 µM]	11%	-10	-27%	-3%	-20	?
23	CCN1C(=O)[C@H]2[C@@H](c3ccc(-c4ccc(C(C)=O)cc4)cc3)N3CCCC[C@@]3(C(=O)OC)[C@H]2C1=O	-10%	9%	-18%	6%	2	-40%[inhibitor]	0%	4	?
24	CC1(C)Oc2cc3oc(=O)ccc3cc2C[C@@H]1O	10%	-5%	14%	-2%	11	i	0%	0	12%

4 of the compounds above, with two lines to a compound:
Fields – GLP-1R inv ag | HEK293 tox | TDP-43 yeast inh | GLP-1R agonist | D3 antag | PTHR1 ag | aSyn rescue | D3 ag | KB-V1 MDR tox
(18) Cc1ccc(NS(=O)(=O)c2cc3[nH]c(=O)c(=O)[nH]c3cc2C)cc1Cl
 : 3% | -13% | 17% | nt | nt | i | nt | 4 | ?
(1) COc1ccc(C2=NN(c3nc(-c4ccccc4)c(CC(=O)O)s3)C(c3ccco3)C2)cc1 (stereo unspecified)
 : -2% | 5% | 4% | 3% | -14 | -13% | -20% | -2 | 0%
(6) CC1CN(C(=S)Nc2cccc(F)c2)CC(C)O1 (stereo unspecified)
 : 9% | -13% | 20% | -7% | 17 | i | 11% | 12 | 27%
(19) Cc1cc(C(=O)Nc2c(F)cc(F)cc2Br)cs1
 : -13% | 1% | 13µM* | -3% | -2 | i | 14% | 7 | ?

Following part
cpd	structure	GLP-1R inv ag	HEK293 tox	TDP-43 yeast inh	GLP-1R agonist	D3 antag	PTHR1 ag	aSyn rescue	D3 ag	KB-V1 MDR tox
25	OCC[C@H]1C[C@@H](O)[C@H](O)[C@@]2(OCCc3ccccc32)O1	15%	-35%	21%	1%	-3	i	-2%	3	-1%
26	O=S1(=O)C[C@@H](N2CCC(Cc3ccccc3)CC2)[C@H](COCc2ccccc2)N1	?	-20%	17%	-2%	6	i	8%	4	-13%
27	Cc1nc(Cc2nnc(SCc3nc(N)nc(Nc4ccccc4C)n3)o2)cs1	52%[activator]	-14%	-6%	11%	2	i	3%	1	-4%
28	CC(C)CN(C(=O)COC(=O)c1cccs1)c1c(N)n(Cc2ccccc2)c(=O)[nH]c1=O	2%	5%	?	-1%	-17	i	-4%	5	15%
29	O=C(C1CCN(S(=O)(=O)c2ccccc2)CC1)N1CCCCCC1	12%	-1%	27%	-6%	1	-22%	3%	1	3%
30	COc1ccc(CC(=O)OC2CCCN(C)C2)cc1 (stereo unspecified)	4%	-7%	-24%	5%	-27	6%	-7%	-7	-16%
31	Cc1ccc(N=N/C(=C\O)C(=O)c2ccncc2)cc1	?	?	-73%[inhibitor]	9%	-13	-26%	-61%[inhibitor]	4	0%
32	CCOC(=O)Cc1csc(NC(=S)NC(=O)c2ccccc2Br)n1	?	?	11%	-2%	-19	i	-8%	-2	0%
33	O=C(NCc1ccncc1)C(=O)N/N=C/c1ccccn1	8%	7%	-5%	1%	9	i	-6%	2	2%
34	CCOC(=O)C1C(=O)CC(=O)C(C(=O)OCC)C1c1ccc(O)cc1 (stereo unspecified)	-6%	3%	0%	-2%	0	i	5%	6	21%
35	O=C(Nc1ccc(-c2noc(CCc3ccccc3)n2)cc1)c1ccco1	?	-13%	-21%	-5%	4	-20%	-7%	6	?
36	Cc1ccc(F)cc1N=Cc1c(O)c2ccccc2oc1=O	17%	1%	16%	-4%	-24	i	6%	0	-10%
37	COc1ccc(CN(C(=S)Nc2ccccc2)C2CC(=O)N(c3ccccc3)C2=O)cc1 (stereo unspecified)	?	11%	-2%	-7%	1	-7%	3%	1	4.6µM*
38	CC(=O)c1cccc(N(C(=O)c2cnccn2)C(C(=O)NCc2ccccc2)c2ccco2)c1 (stereo unspecified)	-7%	19%	-15%	1%	15	0%	-3%	-1	5%
39	Cc1ccc(C)c(S(=O)(=O)N2CCC(c3nc4c(nnn4Cc4ccc5c(c4)OCCO5)c(=O)[nH]3)CC2)c1	?	2%	-1%	10%	-14	-8%	6%	1	23%
40	COc1c(CC=C(C)C)cc(C2CC(=O)c3c(O)cc(O)cc3O2)c(CC=C(C)C)c1O (stereo unspecified)	?	-28%	2%	11%	10	-39%[inhibitor]	10%	-10	?
41	Cc1c(C#N)c(N=CN(C)C)c(C(=O)c2ccc(Br)cc2)n1-c1ccc(Cl)cc1	-8%	-19%	-8%	-10%	6	i	0%	0	?
42	COC(=O)c1cc(CNC(=O)Cc2ccsc2)ccc1OC	8%	-4%	-1%	10%	15	i	0%	4	-22%
43	CCn1c(CNC(=O)Cc2ccc(OC)cc2)nnc1SCC(=O)Nc1nccs1	5%	7%	-30%	-5%	-20	-76%[inhibitor]	9%	-25	-16%
44	Cc1ccc(C(=O)c2cncc(Br)c2)cc1	?	-6%	?	-9%	-14	-6%	1%	4	0%
